Screens (PubChem)
Tb PFK block: T. brucei PFK enzyme inhibition. O15648. T. brucei PFK, ADP-Glo luminescence. Potency, µM (series often up to 57.5 µM), inactives show at the top dose activity, negative = inhibition, most hits filed as inhibitors. 0.17% of 330,000 active;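 further: potency means the concentration at half of the fitted maximal effect; 0% = uninhibited 1x PFK enzyme wells and -100% = no-enzyme wells; nearly all actives have a fitted effect of over 60% in size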
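Luminescent ADP detection (ADP-Glo, two-step: ATP depletion then ADP-to-ATP conversion for luciferase) reported PFK activity after 45 min room-temperature reaction of 1.25 nM enzyme with 0.5 mM F6P and 0.1 mM ATP at pH 8.0.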
TCR activator: T cell receptor activation; AID 504894; primary human leukocytes, anti-CD3, IL-2 HTRF, 48 h; 330,000 tested, under 10 active; Potency, µM (titrated, usually from 9.22 µM), for the others: at the top dose activation of IL-2 secretion, actives largely listed as activators; further: % of control where 0% means no effect
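Compounds are tested in HTS on primary human leukocytes co-incubated with a-CD3 beads for 48 hr. IL-2 output is measured by time-resolved FRET.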
uPA surface inh: inhibitors of cell surface uPA generation. cell surface uPA generation assay, qHTS. AID 540303. Potency, µM (doses to about 38.3 µM), for inactives: at the top dose activity change, negative = inhibition, usual class: inhibitors. 0.31% of 330,000 active; active means well fitted inhibition curve with a large enough effect; inconclusive means small, poorly fitted or top-dose-only effect; inactive means no such curve, though single readings can be large or run the other way; tested in mouse RAW 264.7 cells; further: potency means the concentration at half of the fitted maximal effect; on the % scale 0 is the no-effect control and ±100 the full control effect; nearly all actives have a fitted effect of over 55% in size
USP2a inh: inhibitors of human ubiquitin-specific protease USP2a. O75604. USP2 core, Ub-CHOP2 coupled fluorogenic reporter, 485/531. Potency, µM (top dose mostly 38.3 µM), inactives show at the top dose activity change, negative = inhibition, hits mostly inhibitors. 0.01% of 330,000 active;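 further: potency means the concentration at half of the fitted maximal effect; plate controls were DMSO wells for no effect and full inhibition by NEM control for full effect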
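Deubiquitinase activity read as fluorescence (485/531 nm) after Ub-CHOP2 cleavage activates the enterokinase reporter on its substrate; USP2 core 10nM, Ub-CHOP2 and substrate 25nM each, 30min compound preincubation then 60min RT; data normalized to NEM, curves fitted.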
TSHR antagonist: human thyrotropin receptor antagonism; P16473; TSHR-expressing cells, TSH-stimulated cAMP HTRF, 2 h; hits give low values; activity change, negative = inhibition, % at 11.5 µM; 0.2% of 330,000 active; AID 504810;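 active means activity change below a set negative limit, meaning inhibition stronger than a set level, cut at about -70% in these data; inconclusive means activity change between two set negative limits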; further: on the % scale 0 is the no-effect control and ±100 the full control effect
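Competitive HTRF cAMP read-out (cryptate anti-cAMP antibody, cAMP-d2; 30 min, room temperature) in freshly harvested TSHR cells. Compounds added before TSH at EC80 (4nM final), followed by 2 hours' incubation at 37 deg C.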
ELG1 repair inh: inhibitors of ELG1-dependent DNA repair in HEK293T cells; HEK293T ELG1-luciferase reporter, luminescence, 16 h; DNA damage induced by 5-fluorouridine; Potency, µM (doses to about 46.1 µM), without a hit: top-dose activity change, negative = inhibition, hits mostly inhibitors; 2.3% of 330,000 active; further: potency means the concentration at half of the fitted maximal effect; on the % scale 0 is the no-effect control and ±100 the full control effect; nearly all actives have a fitted effect of over 55% in size
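Reporter activity after DNA damage by 5-fluorouridine is monitored. Compound-treated cells incubate 16 hr at 37 °C, then ONE-Glo is added for 30 min before luminescence reading.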
Chronic BCR inh: blocks chronic active B-cell receptor signaling. ABC-DLBCL IkBa-CBG/CBR reporter, luminescence ratio, 4 h. Potency, µM (titrated, usually from 46.1 µM), inactives show at the top dose ratio change, negative = lower green/red ratio, hits mostly inhibitors. 0.05% of 340,000 active; active means well fitted inhibition curve with a large enough effect in the signal ratio, with a control signal flat, not every such curve was filed as active; inconclusive means small, poorly fitted or top-dose-only effect, or effect the other way, or a change in a side signal; the % refers to the signal ratio;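 further: potency means the concentration at half of the fitted maximal effect; plate controls were basal doxycycline-induced cells for no effect and cells given 10 µM MG132 for full effect; MG132 reads +100%, hits lower the ratio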
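TMD8 ABC-DLBCL cells carrying doxycycline-inducible green luciferase fused to IkappaBalpha plus unfused red luciferase were exposed to compounds (up to 46 uM) for 4 hrs at 37C. Activity came from the overlap-corrected green/red luminescence ratio.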
B2AR arrestin: beta2AR (human) beta-arrestin recruitment activity; Potency, µM (titrated, usually from 46.1 µM), for inactives: at the top dose activation, hits mostly activators; beta-arrestin recruitment to beta2AR, cell-based reporter; 0.02% of 330,000 active; AID 492947; P07550;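 further: potency means the concentration at half of the fitted maximal effect; 0% = DMSO controls and full agonism = EC100 isoproterenol or metaproterenol; nearly all actives have a fitted effect of over 65% in size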
Target sequence (P07550 whole entry, looked up): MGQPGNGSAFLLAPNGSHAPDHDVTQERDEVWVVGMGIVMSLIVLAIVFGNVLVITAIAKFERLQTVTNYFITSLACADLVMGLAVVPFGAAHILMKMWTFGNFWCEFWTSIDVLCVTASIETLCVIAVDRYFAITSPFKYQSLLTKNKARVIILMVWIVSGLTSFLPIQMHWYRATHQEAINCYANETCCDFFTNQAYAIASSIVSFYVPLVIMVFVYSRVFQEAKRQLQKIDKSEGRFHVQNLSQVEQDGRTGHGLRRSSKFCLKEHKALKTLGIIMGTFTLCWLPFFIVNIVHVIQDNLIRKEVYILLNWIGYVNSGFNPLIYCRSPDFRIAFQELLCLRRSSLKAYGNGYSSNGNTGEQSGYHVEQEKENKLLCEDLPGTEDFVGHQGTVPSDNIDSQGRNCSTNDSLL
Eya2 phos inh: inhibitors of human Eya2 phosphatase activity; recombinant Eya2, OMFP fluorescence dephosphorylation (OMFP is methylfluorescein phosphate); 0.006% of 330,000 active; Potency, µM (titrated, usually from 76.9 µM), inactives show at the top dose activity, negative = inhibition, usual class: inhibitors; O00167; further: potency means the concentration at half of the fitted maximal effect; on the % scale 0 is the no-effect control and ±100 the full control effect
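Eya2 (0.2 uM) preincubated 10 min at ambient with compound, then OMFP substrate added at 50 uM; 10 min reaction in 50 mM HEPES pH 7.5, 50 mM NaCl, 5 uM MgCl2, 0.05% BSA, 1 mM DTT. Fluorescence read at Ex 485/Em 525 nm.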
TSG101-PTAP inh: blocks PTAP/TSG101 interaction to inhibit HIV-1 budding; Q99816; Fluorescence polarization, FITC-PTAP peptide / Tsg101 binding; Potency, µM (highest dose often 115 µM), for the others: top-dose activity change, negative = inhibition, most hits filed as inhibitors; 340,000 tested, under 10 active; active means well fitted inhibition curve with a large enough effect in the main read-out, with a control signal flat, not every such curve was filed as active; inconclusive means small, poorly fitted or top-dose-only effect, or effect the other way, or a change in a side signal; inactive means no such curve, though single readings can be large or run the other way; further: potency means the concentration at half of the fitted maximal effect; % of control where 0% means no effect
Target sequence (Q99816 whole entry, looked up): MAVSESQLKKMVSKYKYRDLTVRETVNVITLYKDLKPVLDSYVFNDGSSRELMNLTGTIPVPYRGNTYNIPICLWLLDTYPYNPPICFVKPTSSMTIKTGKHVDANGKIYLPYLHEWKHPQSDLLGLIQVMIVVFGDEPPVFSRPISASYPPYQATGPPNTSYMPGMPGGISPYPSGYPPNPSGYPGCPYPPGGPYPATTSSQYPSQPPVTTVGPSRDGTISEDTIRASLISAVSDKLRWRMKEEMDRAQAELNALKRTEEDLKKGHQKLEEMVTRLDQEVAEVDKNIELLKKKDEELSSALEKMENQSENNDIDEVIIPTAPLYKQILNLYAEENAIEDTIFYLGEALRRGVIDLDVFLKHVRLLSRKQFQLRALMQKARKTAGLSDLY
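Tsg101 binding domain (10 uM final) was mixed with compound and a FITC-labeled PTAP peptide (50 nM final) in HEPES pH 7.5 buffer with NaCl, Tween 20, EDTA and TCEP; fluorescence polarization was read after 20 min at r.t.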
Mito fusion yeast: mitochondrial division inhibition or fusion activation; 0.23% of 320,000 active; AID 485298; S. cerevisiae fusion-defective mutant growth rescue, CellTiterGlo 48 h; Potency, µM (highest dose often 46.1 µM), for the others: at the top dose growth rescue (activation), actives largely listed as activators;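 further: potency means the concentration at half of the fitted maximal effect; % of control where 0% means no effect; nearly all actives have a fitted effect of over 45% in size; temperature-sensitive fusion mutants such as fzo1-1 at 37 °C on non-fermentable ethanol glycerol medium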
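Growth-rescue viability read-out: after 48 h at the non-permissive 37C in glycerol/ethanol YPEG, yeast mitochondrial fusion mutants are measured by CellTiterGlo luminescence; compounds (23 nl pinned per well) restoring growth score as division inhibitors or fusion activators.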
An asterisk follows results filed as active; ? = inconclusive; . = no result given; [ ] = another dose, or the depositor's remark. Unless noted, the call rests on the fitted dose curve; in most records, active means well fitted curve in the direction sought with a large enough effect; inconclusive means small, poorly fitted or top-dose-only effect, or another doubt; inactive means no such curve, though single readings can be large; an effect the other way counts as inactive or inconclusive.

Compound | Tb PFK block | TCR activator | uPA surface inh | USP2a inh | TSHR antagonist | ELG1 repair inh | Chronic BCR inh | B2AR arrestin | Eya2 phos inh | TSG101-PTAP inh | Mito fusion yeast
COCCCNC(=S)N/N=C/c1ccc(N(C)C)cc1Cl | 1% | -9% | -2% | -2% | 10 | ? | ? | -0.5% | 5% | -5% | -9%
CSc1nc(Oc2ccccc2)c2sccc2n1 | -4% | 7% | -9% | 0% | -6 | 4% | ? | -0.1% | -3% | 0% | 8%
COc1ccccc1NC(=S)NC1CC2CCC1C2 (configuration not stated) | 0% | 0% | -4% | 1% | -6 | 11% | ? | -0.8% | -3% | -8% | -3%
Cc1cc(/C=N/Nc2ncnc(N)c2[N+](=O)[O-])c(C)n1-c1ccccc1 | -10% | 10% | -7% | -11% | -2 | ? | ? | -1.1% | 13% | -3% | 0%
O=C(O)CCC(=O)N1N=C(c2ccc(Br)cc2)CC1c1cccc(Br)c1 (configuration not stated) | 8% | 5% | -4% | -7% | -23 | -6% | ? | -0.6% | 8% | -7% | 2%
CCOc1cc(C(=O)OCC(=O)NCc2ccco2)cc(OCC)c1OCC | ? | 1% | 6% | -7% | 16 | -17% | 1% | 0.3% | -3% | -2% | 0%
O=S(=O)(NCc1ccco1)c1ccc2ccccc2c1 | 0% | 2% | -1% | -7% | 13 | 2% | ? | 0.2% | -21% | 5% | -2%
CCNc1ccc(C(=O)N/N=C/c2c(C)nn(-c3ccccc3)c2N2CCCC2)cc1[N+](=O)[O-] | ? | -11%[46.1 µM] | 8% | 1% | -5 | 21µM* | 1% | 0.0% | -7% | -6% | -5%
COc1ccc(CCNC(=O)CSc2ncnc3c2oc2ccccc23)cc1OC | -6% | -9% | 7% | 1% | 14 | ? | ? | -0.8% | 6% | -4% | -3%
COC(=O)c1ccc(NS(=O)(=O)c2cc3c4c(c2)C(C)C(=O)N4CCC3)cc1 (configuration not stated) | 8% | -2% | 11% | 1% | -2 | 1% | 0% | 0.1% | 9% | 0% | 6%
CCOC(=O)Cc1nnc(Nc2ccc(C)cc2C)c2ccccc12 | 0% | 1%[46.1 µM] | 6% | 1% | 9 | ? | ? | 3.2% | 15% | 0% | 20%
CCCCC1(C)NC(=S)N2N1C(=S)NC2(C)CCCC (configuration not stated) | -11% | 5% | 1% | 2% | 2 | -2% | 0% | 0.1% | 2% | -3% | 2%
COc1ccc(-c2c(C#N)sc(C(N)=O)c2-c2ccc(OC)cc2)cc1 | 0% | -5% | -18% | -1% | 17 | 0% | ? | 3.1% | -21% | 0% | -5%
O=C(Nc1cnccn1)Nc1ccccc1Cl | -4% | -5% | -11% | 1% | 3 | ? | -10% | 0.2% | 1% | 2% | 0%
Cc1ccc(CNC(=O)COC(=O)c2cc(=O)[nH]c3ccccc23)cc1 | 0% | 4% | ? | -3% | -6 | ? | 1% | -0.1% | -28% | -6% | .
CCOc1ccccc1CNC(=O)CCn1ccc2cc(S(=O)(=O)N3CCCCC3)ccc21 | -2% | 0% | ? | 1% | -1 | 1% | ? | 0.0% | -7% | 0% | 1%
CSCCC(NC(=O)c1c(C)oc2c1CCCC2)C(=O)O (configuration not stated) | -3% | -4% | -1% | 2% | 7 | 11% | 0% | -0.2% | 15% | -5% | -1%
CCOc1ccccc1NC(=O)CCS(=O)(=O)c1cccc2nonc12 | -7% | -2% | 0% | 2% | 8 | -10% | ? | 0.2% | -1% | -6% | 5%
O=C(CN1CCN(c2ccccn2)CC1)Nc1ccccc1 | -7% | 2% | 4% | -6% | 26 | 5% | -6% | 0.1% | -5% | -1% | ?
CC(C)(C)OC(=O)N[C@H](C(=O)OC(C)(C)C)c1ccccc1 | -3% | 2% | 2% | 3% | 3 | 18% | -1% | 0.2% | -11% | -3% | 11%
CSc1nnc(-c2cc3ccccc3cc2O)n1C | 0% | -2% | -12% | 3% | -12 | ? | -1% | -0.3% | -1% | 0% | 4%
S=C(NCc1ccccc1)NN1CCOCC1 | 1% | 0% | 1% | 4% | 1 | 6% | ? | -0.1% | -11% | -1% | 2%
CN(C)S(=O)(=O)c1cc(NC(=O)CN2CCOCC2)ccc1Cl | -2% | 2% | 2% | 4% | -1 | 14% | -17% | -0.2% | 10% | -2% | 2%
OCC1CCCN(C(=S)Nc2ccc(Nc3ccccc3)cc2)C1 (configuration not stated) | 0% | -6% | -3% | 9% | 16 | ? | -3% | -0.2% | 18% | -3% | 0%
CCCc1ccc(NS(=O)(=O)c2c(C)oc(C)c2C(=O)OC)cc1 | 0% | -9% | -7% | 1% | -3 | 3% | -3% | 0.1% | -9% | -10% | -1%

Random excerpt: two entries already listed
Compound | Tb PFK block | TCR activator | uPA surface inh | USP2a inh | TSHR antagonist | ELG1 repair inh | Chronic BCR inh | B2AR arrestin | Eya2 phos inh | TSG101-PTAP inh | Mito fusion yeast
S=C(NCc1ccccc1)NN1CCOCC1 | 1% | 0% | 1% | 4% | 1 | 6% | ? | -0.1% | -11% | -1% | 2%
OCC1CCCN(C(=S)Nc2ccc(Nc3ccccc3)cc2)C1 (configuration not stated) | 0% | -6% | -3% | 9% | 16 | ? | -3% | -0.2% | 18% | -3% | 0%

(list continues)
Compound | Tb PFK block | TCR activator | uPA surface inh | USP2a inh | TSHR antagonist | ELG1 repair inh | Chronic BCR inh | B2AR arrestin | Eya2 phos inh | TSG101-PTAP inh | Mito fusion yeast
COC(=O)Cc1[nH]n(-c2nc3ccccc3s2)c(=O)c1C(C)=O | -3% | 5% | -8% | 0% | -4 | ? | ? | -0.5% | -5% | -1% | -6%
Cc1onc(-c2ccccc2)c1-c1nc2cc(Cl)ccc2c(=O)o1 | 4% | -1% | -1% | 0% | -7 | 6% | 13µM* | -0.9% | -2% | 1% | -4%
COc1ccc(NC(C)=O)cc1NC(=O)c1ccc2ccccc2c1 | 2% | 2% | -7% | -2% | -5 | 11% | -28% | -0.5% | 3% | -2% | -9%
CCOCC(=O)Nc1ccccc1C(=O)OCC | -14% | -5% | 0% | 0% | 0 | -2% | ? | -0.1% | -21% | -1% | 3%
Cc1cc(NCc2ccccc2)nc2ccccc12 | -2% | -4%[46.1 µM] | -9% | -1% | -7 | ? | ? | -0.4% | -2% | 1% | 0%
CCCn1c(=O)c2c(nc3n2CCCN3Cc2ccccc2)n(C)c1=O | -4% | -9% | 5% | 2% | -8 | -5% | ? | -0.2% | 1% | -8% | -20%
COc1ccc(C(C)NS(=O)(=O)Cc2ccccc2)cc1 (configuration not stated) | 1% | . | -2% | 1% | -4 | 5% | ? | -0.2% | -2% | -2% | 3%
O=C1CCCN1CC(O)CS(=O)(=O)c1ccc(Cl)cc1 (configuration not stated) | 0% | 0% | . | -2% | 3 | -21% | -1% | -0.7% | -4% | -1% | -3%
CC1=CN2C(=NC(=O)CC2(C)C(=O)N(CC(=O)NC2CCCC2)Cc2ccccc2)C=C1 (configuration not stated) | 4% | -2% | -9% | -3% | 3 | -4% | -2% | -0.7% | 11% | -2% | -1%
COc1cc2c(cc1OC)CN(CC(=O)NC(=O)NCc1ccco1)CC2 | -4% | -2% | 1% | -1% | 10 | -4% | 3% | 0.5% | 36% | 2% | -3%
COc1cccc(NC(=O)CN(C)C(=O)CSCC(=O)Nc2ccc(C)cc2)c1 | -9% | -11% | 5% | 2% | 16 | 22% | ? | -0.2% | 9% | -4% | -1%
COc1cccc(CN2CCNC(=O)C2CC(=O)N(C)C2CCOCC2)c1 (configuration not stated) | -11% | -1% | -1% | 1% | -1 | 27% | -11% | 0.4% | 17% | -2% | -3%
CC1=C(C(=O)Nc2ccccc2)C(c2ccncc2)C(C#N)=C(SCC(=O)NC2CC2)N1 (configuration not stated) | 5% | -6% | 6% | 1% | -5 | -1% | 2% | 0.0% | 6% | -8% | 1%
Cc1sc2nc(SCC(=O)OC(C)C)n(C)c(=O)c2c1C | -1% | -2% | 6% | 5% | -17 | ? | 1% | -0.2% | -7% | -3% | 2%
